Bioassay records from PubChem.
POLH inh: blocks human DNA polymerase eta activity. Q9Y253. recombinant Pol eta, fluorescent DNA replication assay. Potency, µM (titrated, usually from 114 µM), inactives show top-dose activity change, negative = inhibition, usual class: inhibitors. hit rate 1.2% among 390,000. AID 588591; note: potency is the fitted concentration of half-maximal effect
Target sequence (Q9Y253 whole entry, looked up): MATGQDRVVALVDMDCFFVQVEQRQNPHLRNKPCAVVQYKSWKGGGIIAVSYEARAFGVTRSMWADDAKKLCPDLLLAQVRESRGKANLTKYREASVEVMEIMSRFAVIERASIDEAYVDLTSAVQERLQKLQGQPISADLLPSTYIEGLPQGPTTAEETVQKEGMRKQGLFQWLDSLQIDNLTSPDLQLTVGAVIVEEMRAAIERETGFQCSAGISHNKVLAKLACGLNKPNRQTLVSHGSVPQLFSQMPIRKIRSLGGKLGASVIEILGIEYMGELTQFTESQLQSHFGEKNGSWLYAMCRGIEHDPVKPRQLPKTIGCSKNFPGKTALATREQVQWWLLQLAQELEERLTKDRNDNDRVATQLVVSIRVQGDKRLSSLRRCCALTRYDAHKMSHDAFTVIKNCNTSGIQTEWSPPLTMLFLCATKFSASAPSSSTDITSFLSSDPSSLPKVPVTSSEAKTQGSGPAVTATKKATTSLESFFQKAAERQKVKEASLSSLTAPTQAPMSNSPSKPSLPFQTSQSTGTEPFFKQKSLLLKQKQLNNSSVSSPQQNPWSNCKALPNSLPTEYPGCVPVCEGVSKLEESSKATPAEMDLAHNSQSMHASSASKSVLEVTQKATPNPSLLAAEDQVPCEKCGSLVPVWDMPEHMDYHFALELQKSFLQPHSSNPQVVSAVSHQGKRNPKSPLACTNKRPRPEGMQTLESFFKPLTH
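Fluorescent replication assay: 50 nM final substrate added after a 15 min room-temperature compound preincubation with 10 nM enzyme. Signal taken at 0 min and again at 10 min.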
RXFP1 antagonist: antagonists of human relaxin receptor RXFP1. Q9HBX9. HEK293-RXFP1, relaxin-stimulated cAMP HTRF, 30 min; hits give low values. activity change, negative = inhibition, % at 57.5 µM. hit rate 0.59% among 350,000. AID 1259400;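 active = activity change of -60% or lower, but not beyond a set lower limit; inconclusive = change between -60% and -40%, or beyond the set limit; inactive = change above -40%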
Tb PGK inh: inhibitors of T. brucei phosphoglycerate kinase. PGK/GAPDH coupled, Kinase-Glo luminescence, 60 min. Potency, µM (titrated, usually from 57.5 µM), without a hit: top-dose activity change, negative = inhibition, usual class: inhibitors. hit rate 0.043% among 380,000. AID 602233; note: potency is the fitted concentration of half-maximal effect; nearly all actives have a fitted effect of over 60% in size
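Recombinant glycosomal PGK reaction used 1,3-bisphosphoglycerate generated in-well by GAPDH (100nM final) in 100mM TEA pH 7.6, 5mM MgCl2, 0.01% Tween-20. After 60 minutes at room temperature, ATP was read by Kinase-Glo Plus luminescence end-point.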
* marks the source's active call; other numbers are inactive results; i = inactive; ? = inconclusive. Unless noted, calls come from the whole dose curve; as a rule, active = well fitted curve in the direction sought with a large enough effect; inconclusive = small, poorly fitted or top-dose-only effect, or another doubt; inactive = no such curve, though single readings can be large; an effect the other way counts as inactive or inconclusive. % is set by controls: 0 for no effect and ±100 for the full control effect. Not all compounds are listed; rates above refer to the full screens.

Below each SMILES: POLH inh | RXFP1 antagonist | Tb PGK inh
O=c1c(-c2ccccc2)cocc1-c1ccccc1
    1% | -2 | -3%
CCN(CC)C(=O)C1=C(C)N(Cc2ccc(F)cc2)C(=O)C(CC(=O)NCCCN(C)C)C1 (centres undefined)
    -6% | 6 | i
Cc1ccc(OC(=O)N(C)C[C@@H]2OCc3cn(nn3)CCCC(=O)N([C@H](C)CO)C[C@H]2C)cc1
    -4% | 7 | -4%
COc1ccc([C@H]2C[C@H](n3cc(-c4ccc(F)cc4)nn3)[C@@H](O)CN2Cc2cccs2)cc1
    -10% | -3 | -2%
COc1ccc(C(C#N)CC(=O)c2ccc(OCc3ccccc3)c(OC)c2)cc1OC (centres undefined)
    -21% | 6 | -7%
NS(=O)(=O)c1ccc(CCNC(=O)CSc2nc3c(sc(=S)n3-c3ccccc3)c(=O)[nH]2)cc1
    -1% | -2 | 0%
C[C@@H]1CN([C@H](C)CO)C(=O)CCCn2cc(nn2)CO[C@H]1CN(C)C(=O)Nc1ccc(-c2cccs2)cc1
    -1% | -6 | -2%
Cc1cc(NC(=O)c2cc3cc([N+](=O)[O-])ccc3s2)no1
    5% | -1 | -8%
COc1ccc(OC)c(N(CCN2C(=O)c3ccccc3C2=O)C(=O)C2CCC(=O)C2C)c1 (centres undefined)
    -21% | -2 | -11%
O=C(NCc1ccccc1C(F)(F)F)c1cccc2c1C(=O)c1ccc(N3CCC(N4CCCCC4)CC3)cc1S2(=O)=O
    ? | 10 | 4%
CCc1ccc(C(C#N)=CC=Cc2ccccc2)cc1
    -8% | 3 | 2%
COc1cccc(C(=O)NC2CC3CCCC(C2)N3Cc2ccc(F)cc2)c1 (centres undefined)
    -5% | -3 | 1%
CCOC(=O)C1CCN(C(=O)c2ccc3c(=O)n4nc(Nc5ccccc5CC)sc4nc3c2)CC1
    -7% | -4 | -3%
CCCCCCCCSC1=CC(=O)C(OC)=C(OC)C1=O
    -18% | ? | -10%
COc1ccccc1CNC(=O)COC(=O)Cn1cnc2c1c(=O)n(C)c(=O)n2C
    -19% | -1 | -3%
O=C(Nc1ccc(-c2nc3ccccc3[nH]2)cc1)C1CCCN(Cc2ccn[nH]2)C1 (centres undefined)
    -11% | -5 | -1%
Cc1cccc(-n2ncc3c2CCCC3NC(=O)c2ccncc2)c1C (centres undefined)
    -12% | 12 | -5%
O=C(OCc1ccccc1F)c1cc(S(=O)(=O)N2CCCCC2)ccc1N1CCOCC1
    -23% | 8 | -12%
CC(C)COC(=O)N(C)C[C@H]1OCc2cnnn2CCCC(=O)N([C@@H](C)CO)C[C@H]1C
    -22% | 2 | -5%
O=C1C=CC(=O)N1c1ccc(-c2nc3ccccc3o2)cc1
    -5% | -10 | 0%
CCSC1C(=O)N(C)C(SCC)C(=O)N1C (centres undefined)
    -4% | -1 | -4%
O=C(Cc1csc(-c2cccc(F)c2)n1)Nc1cccc(S(=O)(=O)NC2=NCCC2)c1
    -12% | 2 | i
O=C(CCS(=O)(=O)c1ccc(F)cc1)Nc1nccs1
    0% | 4 | 8%
O=C(OCc1cn([C@@H]2CN(C(=O)c3cccs3)[C@@H](c3ccccc3)C[C@H]2O)nn1)c1ccccc1
    -12% | -5 | -1%
O=C(Nc1ccc(-c2ccco2)cc1)C1CCCN(Cc2ccco2)C1 (centres undefined)
    -14% | -5 | -3%
COc1ccccc1NC(=O)C(CC(=O)O)Cc1cc(C)cc(C)c1 (centres undefined)
    -13% | 5 | -7%
Cc1ccc(Cc2c(-c3ccc(C)cc3)nc3cc(C)ccn23)cc1
    -15% | -10 | -1%
Cc1c(N2CCCCC2)[nH]c2ccccc12
    -20% | -11 | -7%
O=C(Nc1cccc(C(F)(F)F)c1)C1CC(=O)N(Cc2ccco2)C1 (centres undefined)
    -6% | 1 | 3%
COc1ccc(-c2cc3nc(C)cc(N4CCN(C(=O)c5ccoc5)CC4)n3n2)cc1
    -1% | -1 | 13%

No new results follow: an excerpt of the list.
Below each SMILES: POLH inh | RXFP1 antagonist | Tb PGK inh
O=c1c(-c2ccccc2)cocc1-c1ccccc1
    1% | -2 | -3%
CCN(CC)C(=O)C1=C(C)N(Cc2ccc(F)cc2)C(=O)C(CC(=O)NCCCN(C)C)C1 (centres undefined)
    -6% | 6 | i
Cc1ccc(OC(=O)N(C)C[C@@H]2OCc3cn(nn3)CCCC(=O)N([C@H](C)CO)C[C@H]2C)cc1
    -4% | 7 | -4%
COc1ccc([C@H]2C[C@H](n3cc(-c4ccc(F)cc4)nn3)[C@@H](O)CN2Cc2cccs2)cc1
    -10% | -3 | -2%
COc1ccc(C(C#N)CC(=O)c2ccc(OCc3ccccc3)c(OC)c2)cc1OC (centres undefined)
    -21% | 6 | -7%
NS(=O)(=O)c1ccc(CCNC(=O)CSc2nc3c(sc(=S)n3-c3ccccc3)c(=O)[nH]2)cc1
    -1% | -2 | 0%

New compounds follow
Below each SMILES: POLH inh | RXFP1 antagonist | Tb PGK inh
C[C@H](CO)N1C[C@H](C)[C@@H](CN(C)Cc2ccccc2)OCc2cnnn2CCCC1=O
    -4% | -14 | 4%
Cc1ncc(C(O)c2ccc(N(C)C)cc2)n1Cc1ccccc1 (centres undefined)
    -2% | 6 | -4%
CCCn1nc(C(=O)Nc2cccc(S(=O)(=O)N3CCOCC3)c2)c2ccccc2c1=O
    -9% | 1 | i
Cc1cc(C)n2nc(C(=O)OCC(=O)Nc3ccc(Cl)cc3)nc2n1
    -17% | 0 | 8%
COc1ccc(CC(Cc2ccc(OC)c(OC)c2)NC=O)cc1OC
    -4% | 0 | 3%
O=C(COC(=O)/C=C/c1ccccc1)NCc1ccco1
    -4% | -3 | -2%
Cc1cc(C)c(NS(=O)(=O)c2ccc3c(c2)oc(=O)n3C)c(C)c1
    -1% | -4 | -1%
CN(C(=O)COC(=O)c1ccc(S(=O)(=O)N2CCCCCC2)cc1)c1ccccc1
    -7% | 1 | i
Cc1ccc(OCC(=O)Nc2ccc3c(c2)nc(CCN2CCCC2)n3C)cc1
    1% | 2 | -1%
CCOC=C1SC(=S)N(c2ccccc2OC)C1=O
    -21% | -12 | i
Cc1ccc(SCc2c(C(=O)N/N=C/c3ccco3)nnn2-c2nonc2N)cc1
    8% | -2 | -3%
C#CCN(C[C@H]1[C@H](OC(=O)NC2CC2)[C@H](OC(=O)NC2CC2)C[C@@H](C(=O)OC)[C@H]1C(=O)OC)S(=O)(=O)c1ccc(C)cc1
    -5% | 5 | 10%
COc1ccc(NC(=O)N(C)C[C@@H]2OCc3ccccc3-c3c(n(C)c4ccccc34)C(=O)N([C@H](C)CO)C[C@H]2C)c(OC)c1
    -11% | 9 | -8%
Cc1ccc(Cc2c(-c3ccc(C)cc3)nc3ccc(Cl)cn23)cc1
    -25% | -4 | 3%
Cc1cnc(C2OCCO2)c2cccc([N+](=O)[O-])c12
    -5% | 15 | -10%
COc1cccc(NC(=O)N(C)C[C@@H]2Oc3cc(Br)ccc3S(=O)(=O)N([C@@H](C)CO)C[C@H]2C)c1
    -11% | 6 | 9%
Cn1c(=O)c(=O)n(C)c2cc(S(=O)(=O)CCC(=O)Nc3ccccc3C(F)(F)F)ccc21
    3% | 0 | ?
CCCCCCN1C[C@H](n2cc(C3CC3)nn2)[C@@H](O)C[C@@H]1c1ccc(C)cc1
    -30% | -6 | -8%
Nc1nc(N)c2cc(S(=O)(=O)c3cccc(C(F)(F)F)c3)ccc2n1
    ? | 3 | i
CCOC(=O)c1cc(OC(C)=O)c2ccc(OC)c(OC)c2c1
    -16% | -6 | i
COc1cccc(-c2ccc(C3=CC(=O)CC(C)(C)C3=O)cc2)c1OC
    -25% | 0 | 9%
Cc1ccc([C@H]2C[C@H](O)[C@@H](n3cc(-c4ccc(F)cc4)nn3)CN2C(=O)c2cccs2)cc1
    -16% | -13 | -8%
C[C@@H]1CN([C@H](C)CO)C(=O)c2cc(Br)cnc2O[C@@H]1CN(C)C(=O)NC1CCCC1
    -5% | -5 | -9%
CCCCN1C[C@H](Cc2ccccc2)[C@@H](CC(=O)NC)C1=O
    -17% | 0 | -5%
CC1CCN(S(=O)(=O)N2CCC(C(=O)NCc3ccc(F)cc3Cl)CC2)CC1
    0% | -4 | i
Cc1ccc([C@H]2C[C@H](O)[C@@H](n3cc(-c4ccc(F)cc4)nn3)CN2Cc2cccs2)cc1
    -21% | -8 | 1%
COc1cc(C(=O)N2CCN(C3=NS(=O)(=O)c4ccccc43)CC2)cc(OC)c1OC
    -5% | -4 | 4%
COCc1c(C(=O)NCC(c2ccco2)N2CCCC2)oc2ccccc12 (centres undefined)
    -4% | 0 | -3%
COc1ccccc1NC(=O)N(C)C[C@H]1OCc2cnnn2CCCC(=O)N([C@@H](C)CO)C[C@H]1C
    -5% | 9 | -3%
C[C@H](CO)N1C[C@H](C)[C@H](CN(C)C(=O)NC2CCCCC2)Oc2ncc(Br)cc2C1=O
    -16% | -3 | -2%

More structures.
| Compound | POLH inh | RXFP1 antagonist | Tb PGK inh |
| --- | --- | --- | --- |
| Cc1ccc(NC(=O)CCc2ccccc2)cc1C | -6% | 0 | i |
| C[C@H](CO)N1C[C@H](C)[C@@H](CN(C)S(=O)(=O)c2ccc(-c3ccccc3)cc2)OCc2cn(nn2)CCCC1=O | -5% | -7 | 1% |
| CC1=CC(=O)C2(C)C(C)=C(C)C12C (centres undefined) | -5% | 3 | -9% |
| CC1=C(C(=O)N2CCOCC2)CC(CC(=O)NCc2ccco2)C(=O)N1CCC1=CCCCC1 (centres undefined) | -5% | 2 | -8% |
| O=C(CCCCC(=O)NN=Cc1ccc2c(c1)CCC2)NN=Cc1ccc2c(c1)CCC2 | -7% | 3 | -4% |
| CNC(=O)C[C@H]1C(=O)N(c2ccccc2)C[C@@H]1C | -19% | 2 | -6% |
| CCN(CC(=O)NCc1cccs1)C(=O)/C=C/c1ccc(F)cc1 | -6% | -3 | 2% |
| Cc1ccc(C(=O)OCC(=O)Nc2cccc(S(=O)(=O)N3CCCCC3)c2)s1 | -10% | 9 | -2% |
| CC#CC(=O)N1CCC(n2nccc2NC(=O)CCc2ccccc2)CC1 | -6% | 9 | -1% |
| CCCCCC(=O)N1C[C@H](n2cc(COC(=O)c3ccccc3)nn2)[C@@H](O)C[C@@H]1c1ccc(C)cc1 | -13% | 5 | 9% |
| C[C@@H]1CN([C@H](C)CO)C(=O)c2cc(Br)cnc2O[C@@H]1CN(C)C(=O)Nc1cccc(F)c1 | -17% | 0 | -7% |
| CC1(C)N=C(N)N=C(N)N1c1ccc(CCCCc2ccccc2)cc1 | -26% | -10 | -3% |
| Cc1ccc(CN(C)C[C@@H]2OCc3cnnn3CCCC(=O)N([C@H](C)CO)C[C@H]2C)cc1 | -4% | -7 | 5% |
| C[C@@H]1CN([C@H](C)CO)C(=O)c2cc(-c3ccc(C(=O)N(C)C)cc3)cnc2O[C@@H]1CN(C)C(=O)c1cccnc1 | -3% | -7 | 6% |
| COc1ccc(OC)c(C2=CC(=O)C[C@H](c3ccc(F)cc3)C2)c1 | -25% | 11 | -10% |
| C[C@@H]1CN([C@@H](C)CO)C(=O)c2cc(Br)cnc2O[C@H]1CN(C)C(=O)Nc1ccc(F)cc1 | -4% | -2 | -1% |
| COc1cc(C)c(CN2CCN(C(=O)CCC(=O)c3ccc(C)s3)CC2)cc1OC | -15% | 9 | i |
| N#Cc1ccc(C(=O)N2CCC3CC2c2cc(N4CCCCC4)ccc23)cc1 (centres undefined) | 1% | -1 | -8% |
| N#Cc1ccccc1OCC(=O)N1CC(=O)Nc2ccccc21 | -1% | 1 | -3% |
| C[C@@H]1CCCCO[C@H](CN(C)C)[C@H](C)CN([C@@H](C)CO)C(=O)c2cc(NC(=O)Nc3ccc(C(F)(F)F)cc3)ccc2O1 | -17% | 7 | 3% |
| C[C@H](CO)N1C[C@H](C)[C@H](CN(C)S(=O)(=O)c2ccccc2F)OCc2cnnn2CCCC1=O | -16% | 2 | -1% |
| Nc1cc(=O)nc2cn[nH]n12 | -16% | 8 | -9% |
| COc1ccc(NC(=O)c2cccc3ccccc23)cc1OC | -11% | 1 | -10% |
| COc1ccc(CN(C)C[C@H]2OCCCC[C@H](C)Oc3ccc(NC(=O)CCC(F)(F)F)cc3C(=O)N([C@@H](C)CO)C[C@@H]2C)cc1 | -9% | -12 | 0% |
| CCC/C=C/c1ccc(CN2C(C(C)C)C(=O)N(Cc3cn(CCC4OCCO4)nn3)CCS2(=O)=O)cc1 (centres undefined) | -23% | -24 | 4% |
| C[C@H](CO)N1C[C@H](C)[C@H](CN(C)C(=O)Nc2ccc(N3CCN(C)CC3)cc2)OCc2cnnn2CCCC1=O | 3% | 5 | -2% |
| Cc1ccc(C(=O)NCC(=O)OCc2nc3ccsc3c(=O)[nH]2)cc1C | -3% | 4 | -1% |
| CC(C)CN(C(=O)Cn1nnc(-c2ccc(Cl)cc2)n1)C1CCS(=O)(=O)C1 (centres undefined) | -8% | 1 | i |
| C=CCN1C(=O)C(=Cc2ccc3c(c2)CCC3)SC1=S | -5% | 4 | -2% |
| Cc1ccc([C@@H]2C[C@H]3[C@@H](CN2S(=O)(=O)c2ccc(Cl)cc2)C(=O)C[C@@H](c2ccccc2F)N3S(=O)(=O)c2ccc(C)cc2)cc1 | -4% | -1 | 9% |
